# Compound activity: PubChem, The Scripps Research Institute Molecular Screening Center
# M4 ag: agonists of human muscarinic M4 receptor (CHRM4); activation, % at 3 µM; CHO-K1 hM4/Gqi5, Fluo-8 calcium fluorescence; vehicle 0%, full acetylcholine response 100%; actives 0.14% (n = 360,000);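 active = activation above the run mean over all test wells plus 3 SD, cut at about 32% in these data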;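 note: peak over basal fluorescence ratio per well then scaled between controls; 0% = DMSO wells and 100% = acetylcholine at EC100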
# Target sequence (P08173 whole entry, looked up): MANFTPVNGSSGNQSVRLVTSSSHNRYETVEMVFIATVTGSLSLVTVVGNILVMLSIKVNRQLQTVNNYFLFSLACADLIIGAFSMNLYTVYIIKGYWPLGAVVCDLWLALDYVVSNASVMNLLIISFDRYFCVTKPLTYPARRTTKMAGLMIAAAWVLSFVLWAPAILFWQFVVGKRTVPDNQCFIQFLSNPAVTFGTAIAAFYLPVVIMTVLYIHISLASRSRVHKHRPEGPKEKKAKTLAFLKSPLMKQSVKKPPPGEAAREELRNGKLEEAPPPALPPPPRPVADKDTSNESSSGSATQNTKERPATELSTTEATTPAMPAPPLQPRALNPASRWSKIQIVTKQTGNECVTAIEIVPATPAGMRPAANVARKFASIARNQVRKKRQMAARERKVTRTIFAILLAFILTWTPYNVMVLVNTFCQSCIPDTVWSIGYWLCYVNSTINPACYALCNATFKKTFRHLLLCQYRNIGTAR
# M1 ag parental: nonselective activator or artifact in parental CHO-K1 cells; activation, % at 3 µM; Fluo-8 calcium fluorescence; scaled to maximal ATP response, vehicle zero; actives 0.48% (n = 360,000); in the data active = activation above about 15%;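 note: untransfected CHO-K1 host cells lacking M1 receptor as counterscreen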
# M1 ag: agonists of human M1 muscarinic receptor; actives 0.33% (n = 360,000); activation, % at 3 µM; CHO-K1 hM1, Fluo-8 calcium fluorescence, agonist mode; 0% DMSO, 100% acetylcholine EC100; P11229;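 active = activation above the run's mean compound activation plus 3 SD, cut at about 16% in these data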;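 note: peak over basal fluorescence ratio within a 140 s kinetic read after compound addition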
# Target sequence (P11229 whole entry, looked up): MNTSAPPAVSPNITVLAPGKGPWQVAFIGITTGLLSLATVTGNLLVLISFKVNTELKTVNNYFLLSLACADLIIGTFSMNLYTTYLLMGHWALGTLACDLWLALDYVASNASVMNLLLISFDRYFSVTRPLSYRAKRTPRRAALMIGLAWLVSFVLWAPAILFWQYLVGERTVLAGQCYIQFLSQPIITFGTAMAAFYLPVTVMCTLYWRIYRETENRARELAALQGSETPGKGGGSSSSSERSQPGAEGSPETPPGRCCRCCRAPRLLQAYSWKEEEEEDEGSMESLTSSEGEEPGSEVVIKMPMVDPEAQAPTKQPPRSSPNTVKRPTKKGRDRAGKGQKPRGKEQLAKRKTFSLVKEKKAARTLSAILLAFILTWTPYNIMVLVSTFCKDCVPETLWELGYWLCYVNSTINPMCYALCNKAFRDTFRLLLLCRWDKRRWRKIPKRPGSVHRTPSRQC
# M4 antag: CHRM4 antagonism in calcium assay | actives 0.73% (n = 360,000) | P08173 | CHO-hM4 cells, ACh EC80, Fluo-8 calcium fluorescence | inhibition, % at 3 µM | AID 624125;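 active = inhibition above its plate's cutoff, the mean inhibition of sample wells plus 3 SD, cut at about 27% in these data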;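 note: 0% = acetylcholine EC80 with DMSO and 100% = DMSO without agonist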
# CHO parental Ca: counter-screen for OX1R antagonists: effect in parental CHO cells; AID 463079; parental CHO-K1, ATP-induced calcium, Fluo-8 fluorescence; actives 0.63% (n = 330,000); inhibition, % at 5.6 µM;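 active = inhibition above that plate's mean sample inhibition plus 3 SD, cut at about 26% in these data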;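 note: 0% = ATP-challenged DMSO wells and 100% = DMSO wells without ATP; some compounds past the cut are filed as inactive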
#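 Test system: untransfected parental CHO cell line; also added: ATP stimulus; dosing: 5.6 µM, single dose; signal: calcium-sensitive Fluo-8 fluorescence; measure: percent inhibition of ATP-evoked calcium rise, normalized to controls; benchmarks: low control ATP plus DMSO, high control DMSO only; replication: one well per compound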
# OXTR potentiate: potentiates the human oxytocin receptor response | P30559 | activation, % at 3 µM | CHO-OTR cells, Fluo-8 calcium fluorescence, potentiator mode; 0% = oxytocin EC15, 100% = EC100 | actives 0.061% (n = 320,000);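 active = activation above that plate's cutoff, the mean activation of tested compounds plus 3 SD, cut at about 6.6% in these data, passing the limit was not always enough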;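 note: 100% uses oxytocin at 75 nM as the full agonist control; some results filed as inactive read as strong as hits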
#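 Measured by – Fluo-8 calcium dye fluorescence · Test system – human OTR in CHO cells · Dosing – one concentration, 3.0 µM compound · Controls – EC15 oxytocin alone as 0%, 75 nM oxytocin as 100% · Evaluation – normalized max/min fluorescence ratio, % activation · Timing – 6 min pre-incubation, 100 s read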
# CHRM1 antagonist: antagonists of human M1 muscarinic receptor; P11229; CHO-K1 hM1, Fluo-8 calcium fluorescence, ACh EC80 antagonist; inhibition, % at 3 µM; actives 1.3% (n = 360,000); AID 588852;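 active = percent inhibition above its own plate's cutoff, namely the mean of that plate's compound wells plus 3 SD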;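 note: peak over basal fluorescence ratio during 140 s after agonist addition; 0% = ACh EC80 plus DMSO and 100% = DMSO alone without agonist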
# CHO-K1 Ca antag: counter-screen for M1 antagonists: effect in parental CHO-K1 cells. ATP-induced calcium, Fluo-8 fluorescence. inhibition, % at 3 µM. actives 0.6% (n = 360,000). AID 602250;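 active = inhibition above a per-plate cutoff, the plate's mean sample inhibition plus 3 SD, cut at about 24% in these data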;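 note: 0% = DMSO plus EC80 ATP and 100% = DMSO alone without ATP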
# CHRM1 PAM: positive allosteric modulators of human M1 muscarinic receptor | activation, % at 3 µM | CHO-K1 hM1, Fluo-8 calcium fluorescence, ACh EC20; 0% = ACh EC20, 100% = maximal ACh | actives 0.088% (n = 360,000) | P11229; in the data active = activation above about 19%, passing the limit was not always enough
# * hit, by the source's call; · = no result given.
nr	SMILES	M1 ag	M4 ag	M4 antag	M1 ag parental	CHO parental Ca	CHRM1 PAM	CHO-K1 Ca antag	CHRM1 antagonist	OXTR potentiate
1	O=C1NC2=C(C(=O)CCC2)C(c2ccccc2[N+](=O)[O-])N1 (stereo unspecified)	-1	3	3	0.7	-4	3	-9	-5	-13
2	Cc1nn(Cc2ccc([N+](=O)[O-])cc2)c(=O)n1-c1c(F)cccc1F	-1	0	9	-0.2	-1	7	6	5	-1
3	COc1ccc(CN2CCN(Cc3ccc(C(F)(F)F)cc3)CC2)cc1	-8	3	9	1.4	-12	-20	-1	25	-20
4	O=C(Nc1ccc2c(c1)OCCO2)C1c2ccccc2OCC(=O)N1Cc1cccnc1 (stereo unspecified)	·	1	-4	2.4	·	·	-29	·	·
5	O=S(=O)(NCCc1ccccn1)c1ccc(-c2ccccn2)s1	-2	2	-5	1.3	-13	0	3	4	-6
6	CCc1ccc(CSc2nccn2-c2ccccc2)cc1	-5	-2	-1	0.0	-17	2	-12	1	-6
7	CCN(CC)C(=O)C1CCCN(c2ccc([N+](=O)[O-])cc2/C=N/NC(=O)c2cccc(Br)c2)C1 (stereo unspecified)	-2	1	1	0.5	-17	3	-9	-1	-10
8	CC(C)(C)OC(=O)N1CCC[C@H]1c1nnc(SCc2ccccc2F)o1	-3	0	2	0.8	-21	4	-1	3	-4
9	O=C(O)CSc1ncnc2scc(-c3ccccc3)c12	-3	0	-5	0.0	-2	6	-2	-6	8
10	CC(C)C[C@@H](CO)NS(=O)(=O)c1c(F)cccc1F	-3	1	-8	0.0	·	-1	0	-6	·
11	CCCNC(=S)Nc1ccc(Cl)cc1C	-7	0	11	0.5	-10	1	-5	0	4
12	C=CCNC(=O)Nc1ccc(Br)cc1Cl	-11	0	-6	0.8	4	14	-9	-7	-1
13	Cc1cc(C(=O)OCC(=O)NC(C)c2ccc(F)cc2)c(C)o1 (stereo unspecified)	2	1	-6	0.3	-20	1	-17	-1	-7
14	O=S(=O)(NC1=NCCCCC1)c1ccc(F)cc1	-3	0	1	0.6	0	7	-4	-1	-5
15	CC(C)C[C@H](NC(=O)c1[nH]cnc1C(=O)N[C@@H](C)C(=O)OC(C)(C)C)C(=O)OC(C)(C)C	-5	0	3	-1.1	-40	-5	-1	15	-6
16	Cc1ccsc1C1NC(=O)c2c(sc3c2CCN(C)C3)N1 (stereo unspecified)	-4	4	-9	2.9	-4	3	-9	-10	-7
17	CC1(CCc2ccc3c(c2)OCO3)NC(=O)c2ccccc2N1 (stereo unspecified)	-4	1	1	0.6	2	9	-7	-6	-13
18	CSc1ccccc1NC(=O)Cc1ccc(Br)cc1	-10	-1	-2	-0.1	-5	-3	21	-1	-2
19	Oc1c(Cl)cc(Cl)cc1/C=N/Nc1ncc(Br)cn1	-2	0	-5	0.4	-5	-10	-12	8	-9
20	COc1ccc(NC(=O)[C@@H]2CCCN2S(=O)(=O)c2ccc(Cl)cc2)cc1	-2	1	5	-0.4	-12	7	-7	-20	-1
21	COc1ccc(CCNC(=O)CSc2nc(C)nc3c2c(=O)n(C)c(=O)n3C)cc1OC	-9	1	-27	0.5	0	11	-4	-19	-3
22	CCc1cc2c(=O)c(-c3nc4ccccc4n3C)coc2c(CN2CCC(C)CC2)c1O	-1	2	-2	0.1	·	17	-13	-9	·
23	C=CC(c1ccccc1)C(C(=O)c1ccccc1)N(C)C (stereo unspecified)	-6	-2	3	-0.2	·	-1	-16	6	·
24	CCCOc1ccc(N2C(=O)CC(SC(=N)N3N=C(c4ccccc4)CC3c3ccccc3)C2=O)cc1 (stereo unspecified)	-4	0	3	0.1	-14	11	-22	-9	-4
25	O=c1c2c(n3cnnc3n1-c1ccccc1)-c1ccccc1CC21CCCCC1	-3	0	-2	0.4	-6	13	-7	-19	-9
26	CCS(=O)(=O)N1Cc2ccccc2CC1C(=O)Nc1ccc(C)cc1 (stereo unspecified)	-7	0	2	0.3	-14	6	-3	-8	4
27	CC1CCN(C(=O)Cn2nnc(-c3ccc([N+](=O)[O-])cc3)n2)CC1	-7	2	3	2.5	-3	3	-11	-9	-3
28	NC(=O)CC(NC(=O)Cc1ccc(Cl)cc1)c1ccc(NCCc2ccccc2F)c([N+](=O)[O-])c1 (stereo unspecified)	0	1	0	0.4	-7	9	-8	-14	2
29	Oc1cc(NCCN2CCOCC2)cc2cccnc12	-10	0	3	0.0	-1	4	0	3	3
30	COc1ccc(OC)c(NC(=S)NCCN2CCOCC2)c1	-10	0	-7	0.8	-2	12	-9	-8	4
31	Cc1ccccc1C1(O)c2ccccc2-c2ccccc21	-9	-3	-22	-0.4	·	-12	-2	5	·
32	O=C(c1ccc(COc2c(F)c(F)c(F)c(F)c2F)o1)N1CCOCC1	-4	0	-12	0.7	2	9	-5	-11	-1
33	CC(C)COc1ccc(C(=O)Nc2ccc(N3CCOCC3)cc2N2CCOCC2)cc1	-2	1	-6	0.8	-7	2	-8	-3	-8
34	CCCOc1ccc(/C=N/Nc2cc(N3CCOCC3)ncn2)c(O)c1	-2	1	-10	0.6	-19	7	-5	-16	-2
35	Cc1ccc(NC(=O)CSc2nc(NS(=O)(=O)c3ccccc3)cc(=O)[nH]2)cc1	-4	0	8	0.0	-5	6	15	-2	7
36	COCCN1CCN(C(=O)C2CCC(=O)N(CCc3cccc(F)c3)C2)CC1 (stereo unspecified)	-1	1	5	0.6	-2	5	-8	-8	2
37	C[C@H](C(=O)CC(=O)OC(C)(C)C)[C@H](O)c1ccccc1	-4	1	-1	1.2	-14	2	-12	-2	8
38	Cc1cccc(Nc2c([N+](=O)[O-])ccc3nonc23)c1	0	2	-6	1.1	-7	9	-16	-13	0
39	O=C(NC(=S)NNC(=O)c1ccco1)c1ccc(Br)cc1	25*	10	11	18*	6	2	-2	-4	-7
40	COc1ccc(/C=C/C(=O)Nc2ccc(C34CC5CC(CC(O)(C5)C3)C4)cc2)cc1OC	-3	19	14	7.4	-5	-8	15	12	-18
41	O=C(NC(=S)Nc1ccccn1)c1cccc([N+](=O)[O-])c1	-4	2	-7	0.9	-26	10	-6	-13	-10
42	Cc1ccc(SCCNS(=O)(=O)c2ccc3c(c2)OCCO3)cc1	-3	2	-7	1.1	-22	9	-13	-18	-14
43	O=C(CSc1nc2ccc(Cl)cc2o1)NCc1ccc2c(c1)OCO2	-3	2	-2	0.6	-9	-2	-9	-5	-14
44	CN1CCN(CC(=O)N2N=C(c3cccs3)CC2c2ccco2)CC1 (stereo unspecified)	-9	0	-9	0.0	-3	5	-7	-1	-7
45	COc1ccc2[nH]c(CN3CCN(C(C)C)C(CCO)C3)c(C)c2c1 (stereo unspecified)	-12	0	10	6.9	-21	5	3	1	10
46	CC1(C)CC2CC(C)(CN2c2ncnc3ccc(Br)cc23)C1 (stereo unspecified)	-11	-2	11	-0.1	-21	4	-2	-2	0
47	Clc1cccc(N=C2NN=C(c3ccc4c(c3)OCCO4)CS2)c1	-1	1	-3	-0.6	-2	3	-32	0	-10
48	CN(C)S(=O)(=O)c1ccc2c(c1)c(=O)c(C(=O)NCCCN1CCCCCC1)cn2C	-14	1	5	0.2	-10	-10	-6	3	-2
49	COCCN1C(=O)c2ccccc2C(C(=O)N2CCN(c3ccccc3)CC2)C1c1ccc(F)cc1 (stereo unspecified)	-1	3	-1	0.9	-25	5	2	-3	-12
50	C=CCn1cc(CN2CCC(C(=O)Nc3cccc(-c4cccc(F)c4)c3)CC2)c(C)n1	-3	15	-6	5.8	1	0	-6	-2	-9
51	CC(=O)Nc1ccc(NC(=O)C2Cc3c(-c4ccc(Cl)cc4)ccnc3O2)cc1 (stereo unspecified)	3	6	-6	1.5	·	5	-8	-16	·
52	CCN(C(=O)COC(=O)c1ccco1)c1cccc2ccccc12	-3	2	1	2.0	7	0	-8	5	-6
53	COc1cccc(/C(C)=N/Nc2ccc(S(=O)(=O)N3CCCCC3)cn2)c1	-4	1	2	0.7	-14	-2	-9	1	-6
54	O=C(O)c1cccc(NC(=O)c2ccc3c(c2)C(=O)N(CC2CCCO2)C3=O)c1 (stereo unspecified)	-2	0	11	0.8	4	14	-11	-9	1
55	CCOCC(=O)Nc1nnc(C2CCCCC2)s1	-2	0	2	0.1	-7	5	-4	-15	-3
56	O=C(COC(=O)C1=COCCO1)Nc1ccccc1	-6	2	3	0.3	-13	6	-3	-3	-5
57	O=C(CSc1n[nH]c(=O)[nH]c1=O)Nc1ccccc1C(=O)c1ccccc1	-1	0	-3	0.2	-10	9	-19	-33	-9
58	Cc1cccc(C)c1NC(=O)c1cccc2c1-c1ccccc1C2=O	-1	2	-3	0.0	-6	15	-5	-4	6
59	Cc1ccc(C(=O)NNC(=O)C2CCN(c3nc(C)cc(C)n3)CC2)cc1	-4	1	-10	0.5	-15	-3	9	-1	-4
60	O=C(O)C1C2C=CC(C2)C1C(=O)NCc1ccc2c(c1)OCO2 (stereo unspecified)	-4	1	4	0.5	0	3	-6	4	2

# Rewritten with values under each structure: 4 of the compounds above
# Values run as follows: M1 ag, M4 ag, M4 antag, M1 ag parental, CHO parental Ca, CHRM1 PAM, CHO-K1 Ca antag, CHRM1 antagonist, OXTR potentiate
32. O=C(c1ccc(COc2c(F)c(F)c(F)c(F)c2F)o1)N1CCOCC1
 : -4, 0, -12, 0.7, 2, 9, -5, -11, -1
33. CC(C)COc1ccc(C(=O)Nc2ccc(N3CCOCC3)cc2N2CCOCC2)cc1
 : -2, 1, -6, 0.8, -7, 2, -8, -3, -8
34. CCCOc1ccc(/C=N/Nc2cc(N3CCOCC3)ncn2)c(O)c1
 : -2, 1, -10, 0.6, -19, 7, -5, -16, -2
35. Cc1ccc(NC(=O)CSc2nc(NS(=O)(=O)c3ccccc3)cc(=O)[nH]2)cc1
 : -4, 0, 8, 0.0, -5, 6, 15, -2, 7

# Remaining list, next part:
nr	SMILES	M1 ag	M4 ag	M4 antag	M1 ag parental	CHO parental Ca	CHRM1 PAM	CHO-K1 Ca antag	CHRM1 antagonist	OXTR potentiate
61	Cc1cc(Br)c(NC(=O)Cn2c([N+](=O)[O-])cnc2C)cc1C	-7	1	3	1.9	-11	7	5	-11	-6
62	Cc1ccc2nc(-c3cccnc3)c(NC3CCCCC3)n2c1	-7	3	-6	1.6	-16	3	-8	2	-3
63	CCN(CC)C(=O)CC(c1ccccc1)c1ccco1 (stereo unspecified)	-7	2	19	-0.2	-19	-1	-8	2	-2
64	CCCCC(CC)CNC(=O)c1ccc2c(c1)OCO2 (stereo unspecified)	-7	-2	5	-0.1	-16	9	-15	-7	0
65	Fc1cc(F)c(NC(=S)N2CCOCC2)c(F)c1	-3	0	-9	-0.1	-11	5	0	-6	-1
66	COc1ccc(NC(=O)CN(C)C(=O)C2=NN(c3ccccc3)C(=O)CC2)cc1	-1	1	0	0.4	1	5	-2	7	0
67	O=c1ccn(C2CCCO2)c(=O)[nH]1 (stereo unspecified)	-1	1	-3	0.6	·	3	-12	-5	·
68	Cc1ccc(C(=O)N2CCN(C)CC2)cc1[N+](=O)[O-]	-5	0	5	0.2	-12	6	-4	-12	0
69	COc1cccc2sc(N(CCN(C)C)C(=O)c3ccc4c(c3)CCCC4)nc12	-4	7	-8	2.3	1	-1	-5	-6	-5
